uPA surface inh = cell surface uPA generation inhibition; Potency, µM (doses to about 38.3 µM), without a hit: at the highest dose activity change, negative = inhibition, most hits filed as inhibitors; AID 540303; cell surface uPA generation assay, qHTS; 0.31% of 330,000 active; active = well fitted inhibition curve with a large enough effect; inconclusive = small, poorly fitted or top-dose-only effect; inactive = no such curve, though single readings can be large or run the other way; tested in mouse RAW 264.7 cells; also: potency is read from the fitted curve at half-maximal effect; % is scaled to controls: 0 for no effect and ±100 for the full control effect; nearly all actives have a fitted effect of over 55% in size
PTAP TSG101 blk = blocks PTAP/TSG101 interaction to inhibit HIV-1 budding; Q99816; Fluorescence polarization, FITC-PTAP peptide / Tsg101 binding; Potency, µM (series often up to 115 µM), inactives show at the highest dose activity change, negative = inhibition, actives largely listed as inhibitors; 340,000 tested, under 10 active; AID 493005; active = well fitted inhibition curve with a large enough effect in the main read-out, with a control signal flat, not every such curve was filed as active; inconclusive = small, poorly fitted or top-dose-only effect, or effect the other way, or a change in a side signal; inactive = no such curve, though single readings can be large or run the other way; also: potency is read from the fitted curve at half-maximal effect; % of control where 0% means no effect
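Steps: Tsg101 binding domain dispensed (10 uM final), compounds pinned in DMSO, FITC-labeled PTAP-motif peptide added (50 nM final); after 20 min binding at room temperature, polarization measured.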
Eya2 inh = inhibitors of human Eya2 phosphatase activity | 0.006% of 330,000 active | recombinant Eya2, OMFP fluorescence dephosphorylation (OMFP is methylfluorescein phosphate) | Potency, µM (top dose mostly 76.9 µM), for the others: top-dose activity, negative = inhibition, most hits filed as inhibitors; also: potency is read from the fitted curve at half-maximal effect; % is scaled to controls: 0 for no effect and ±100 for the full control effect
Target sequence (O00167 whole entry, looked up): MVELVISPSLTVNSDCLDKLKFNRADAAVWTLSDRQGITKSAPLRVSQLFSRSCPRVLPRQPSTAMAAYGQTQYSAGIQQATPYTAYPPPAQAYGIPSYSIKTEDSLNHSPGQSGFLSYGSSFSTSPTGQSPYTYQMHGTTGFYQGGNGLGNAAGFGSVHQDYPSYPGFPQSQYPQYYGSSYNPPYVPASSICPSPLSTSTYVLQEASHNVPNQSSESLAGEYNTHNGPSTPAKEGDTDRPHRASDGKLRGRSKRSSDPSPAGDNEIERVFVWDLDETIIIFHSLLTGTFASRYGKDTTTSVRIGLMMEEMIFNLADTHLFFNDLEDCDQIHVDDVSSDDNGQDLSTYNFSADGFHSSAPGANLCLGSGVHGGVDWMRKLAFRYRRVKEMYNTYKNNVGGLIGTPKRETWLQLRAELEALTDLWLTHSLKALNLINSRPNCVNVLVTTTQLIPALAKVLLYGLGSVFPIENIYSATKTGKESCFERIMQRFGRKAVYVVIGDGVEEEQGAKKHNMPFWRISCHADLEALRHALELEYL
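Eya2 (0.2 uM) preincubated 10 min at ambient with compound, then OMFP substrate added at 50 uM; 10 min reaction in 50 mM HEPES pH 7.5, 50 mM NaCl, 5 uM MgCl2, 0.05% BSA, 1 mM DTT. Fluorescence read at Ex 485/Em 525 nm.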
USP2a inh = USP2a (human) protease inhibition | 0.01% of 330,000 active | Potency, µM (doses to about 38.3 µM), for inactives: top-dose activity change, negative = inhibition, actives largely listed as inhibitors | O75604 | USP2 core, Ub-CHOP2 coupled fluorogenic reporter, 485/531;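 also: potency is read from the fitted curve at half-maximal effect; plate controls were DMSO wells for no effect and full inhibition by NEM control for full effect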
Target sequence (O75604 whole entry, looked up): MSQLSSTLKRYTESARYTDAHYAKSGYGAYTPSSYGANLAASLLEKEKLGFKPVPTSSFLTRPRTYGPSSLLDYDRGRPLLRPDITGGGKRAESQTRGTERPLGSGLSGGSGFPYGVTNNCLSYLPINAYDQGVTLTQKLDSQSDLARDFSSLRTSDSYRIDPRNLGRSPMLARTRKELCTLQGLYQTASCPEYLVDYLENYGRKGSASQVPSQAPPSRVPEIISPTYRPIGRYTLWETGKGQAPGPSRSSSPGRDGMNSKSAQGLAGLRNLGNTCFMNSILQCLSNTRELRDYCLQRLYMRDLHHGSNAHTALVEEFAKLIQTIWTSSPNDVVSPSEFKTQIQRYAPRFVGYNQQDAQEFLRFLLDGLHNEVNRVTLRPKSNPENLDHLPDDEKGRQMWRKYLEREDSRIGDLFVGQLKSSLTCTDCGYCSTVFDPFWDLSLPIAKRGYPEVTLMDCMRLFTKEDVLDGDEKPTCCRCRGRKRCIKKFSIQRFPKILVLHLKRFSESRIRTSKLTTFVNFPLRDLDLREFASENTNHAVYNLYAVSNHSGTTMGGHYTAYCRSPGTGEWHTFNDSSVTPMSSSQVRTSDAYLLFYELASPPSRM
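Cell-free coupled assay: 10nM USP2 core preincubated 30min RT with compound in Tris-HCl pH 8.0/CaCl2/CHAPS buffer, then 25nM Ub-CHOP2 and 25nM reporter substrate; fluorescence (Ex 485/Em 531) read after 60min RT, normalized to NEM inhibition, concentration-response curves fitted.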
Tb PFK block = blocks T. brucei phosphofructokinase; O15648; T. brucei PFK, ADP-Glo luminescence; Potency, µM (top dose mostly 57.5 µM), inactives show at the highest dose activity, negative = inhibition, most hits filed as inhibitors; 0.17% of 330,000 active; AID 485367;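 also: potency is read from the fitted curve at half-maximal effect; 0% = uninhibited 1x PFK enzyme wells and -100% = no-enzyme wells; nearly all actives have a fitted effect of over 60% in size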
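ADP-Glo luminescence quantified ADP after 45 min at room temperature, with 1.25 nM T. brucei PFK, 0.1 mM ATP and 0.5 mM fructose-6-phosphate in pH 8.0 TEA buffer. qHTS titrations up to 57 µM; curves classified by quality.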
TSHR antagonist = blocks TSH signaling through the human TSH receptor; 0.2% of 330,000 active; P16473; AID 504810; activity change, negative = inhibition, % at 11.5 µM; TSHR-expressing cells, TSH-stimulated cAMP HTRF, 2 h; hits give low values;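 active = activity change below a set negative limit, meaning inhibition stronger than a set level, cut at about -70% in these data; inconclusive = activity change between two set negative limits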; also: % is scaled to controls: 0 for no effect and ±100 for the full control effect
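Inhibition of cAMP made by TSHR-expressing cells under TSH stimulation (4nM final, EC80; 2 h, 37 deg C) is quantified with a one-step lysis HTRF kit, anti-cAMP cryptate versus cAMP-d2.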
B2AR arrestin = agonists driving beta-arrestin recruitment to human beta2-adrenergic receptor; beta-arrestin recruitment to beta2AR, cell-based reporter; Potency, µM (series often up to 46.1 µM), without a hit: top-dose activation, usual class: activators; P07550; 0.02% of 330,000 active;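 also: potency is read from the fitted curve at half-maximal effect; 0% = DMSO controls and full agonism = EC100 isoproterenol or metaproterenol; nearly all actives have a fitted effect of over 65% in size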
BCR signal inh = chronic active BCR signaling inhibition; ABC-DLBCL IkBa-CBG/CBR reporter, luminescence ratio, 4 h; Potency, µM (doses to about 46.1 µM), for inactives: at the highest dose ratio change, negative = lower green/red ratio, hits mostly inhibitors; 0.05% of 340,000 active; active = well fitted inhibition curve with a large enough effect in the signal ratio, with a control signal flat, not every such curve was filed as active; inconclusive = small, poorly fitted or top-dose-only effect, or effect the other way, or a change in a side signal; the % refers to the signal ratio;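 also: potency is read from the fitted curve at half-maximal effect; plate controls were basal doxycycline-induced cells for no effect and cells given 10 µM MG132 for full effect; MG132 reads +100%, hits lower the ratio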
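TMD8 ABC-DLBCL cells carrying doxycycline-inducible green luciferase fused to IkappaBalpha plus unfused red luciferase were exposed to compounds (up to 46 uM) for 4 hrs at 37C. Activity came from the overlap-corrected green/red luminescence ratio.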
ELG1 DNA repair = inhibitors of ELG1-dependent DNA repair in HEK293T cells | HEK293T ELG1-luciferase reporter, luminescence, 16 h; DNA damage induced by 5-fluorouridine | Potency, µM (titrated, usually from 46.1 µM), inactives show at the top dose activity change, negative = inhibition, hits mostly inhibitors | 2.3% of 330,000 active | AID 504467; also: potency is read from the fitted curve at half-maximal effect; % is scaled to controls: 0 for no effect and ±100 for the full control effect; nearly all actives have a fitted effect of over 55% in size
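Cells (2,000 per well) received 5-fluorouridine plus test compound or DMSO and were incubated 16 hr at 37 °C, 5% CO2. Luciferase activity was read by luminescence 30 min after ONE-Glo addition; signal suppression marked inhibition of damage-induced ELG1 function.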
TCR activator = T cell receptor activation. primary human leukocytes, anti-CD3, IL-2 HTRF, 48 h. 330,000 tested, under 10 active. Potency, µM (titrated, usually from 9.22 µM), without a hit: top-dose activation of IL-2 secretion, usual class: activators; also: % of control where 0% means no effect
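Readout: HTRF IL-2, Eu-cryptate/d2 antibody pair, 320nm excitation, 665nm emission. Stimulus: a-CD3 beads, no co-stimulation. Cells: primary human leukocytes. Exposure: 48 hr with compound.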
Mito fusion yeast = blocks mitochondrial division or promotes mitochondrial fusion. S. cerevisiae fusion-defective mutant growth rescue, CellTiterGlo 48 h. Potency, µM (highest dose often 46.1 µM), for the others: at the highest dose growth rescue (activation), hits mostly activators. 0.23% of 320,000 active. AID 485298;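 also: potency is read from the fitted curve at half-maximal effect; % of control where 0% means no effect; nearly all actives have a fitted effect of over 45% in size; temperature-sensitive fusion mutants such as fzo1-1 at 37 °C on non-fermentable ethanol glycerol medium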
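Temperature-sensitive fusion-defective S. cerevisiae (e.g. fzo1-1, mgm1-5) were grown with compound in YPEG medium (3% ethanol, 3% glycerol) for 48 hours at 37C. Growth rescue was measured as viability by CellTiterGlo luminescence after 10 minutes at ambient.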
Active calls of the source: *; ? = inconclusive; . = not tested or not shown; [ ] = remark or other dose. Unless noted, calls follow the shape of the dose curve; as a rule, active = well fitted curve in the direction sought with a large enough effect; inconclusive = small, poorly fitted or top-dose-only effect, or another doubt; inactive = no such curve, though single readings can be large; an effect the other way counts as inactive or inconclusive.

SMILES | uPA surface inh | PTAP TSG101 blk | Eya2 inh | USP2a inh | Tb PFK block | TSHR antagonist | B2AR arrestin | BCR signal inh | ELG1 DNA repair | TCR activator | Mito fusion yeast
COc1ccc(/C=C(/NC(=O)c2ccccc2)C(=O)N2CCOCC2)cc1OC | 0% | -3% | 0% | 1% | 4% | -43 | -0.1% | ? | ? | 4% | 9%
CCc1ccccc1NC(=O)C(Cc1ccccc1)c1nn[nH]n1 (configuration not stated) | 13% | 0% | 6% | 0% | -4% | 7 | -0.3% | 7% | -3% | -3% | 1%
CCOC(=O)c1ccc(NC(=S)N2CCSC2c2ccc(OC)cc2)cc1 (configuration not stated) | 7% | 0% | -19% | -3% | 2% | 30 | -0.6% | ? | 13% | 3%[46.1 µM] | 4%
CN1CCN(S(=O)(=O)c2ccc(Br)s2)CC1 | 1% | -3% | 10% | -2% | 1% | 5 | 0.1% | -2% | -8% | -11% | -1%
O=C(CN1C(=O)NC2(CCCC2)C1=O)NCc1ccc(Cl)cc1 | 14% | -10% | -28% | 1% | 0% | 17 | -1.8% | -3% | 19% | 1% | .
C=CCOc1ccccc1/C=c1\sc2nc(=O)c(C)nn2c1=O | 0% | -1% | -6% | -6% | -12% | -2 | -0.1% | -8% | -1% | 3%[46.1 µM] | 0%
O=C(NC1CCCCC1)Sc1ccc(Cl)cc1 | -2% | -3% | 3% | 0% | -4% | 2 | 0.1% | -5% | 10% | -2% | 2%
c1coc(-c2nnc(SCc3cn4ccccc4n3)o2)c1 | -2% | -1% | 17%[15.4 µM] | -1% | -7% | -4 | 0.2% | -1% | ? | -6% | -2%
CC(C)Cn1c(CN2C(=O)c3ccccc3C2=O)nc2ccccc2c1=O | -5% | -3% | 9% | 0% | -2% | 0 | -0.3% | 0% | 2% | 0% | 1%
O=C(O)Cc1ccc(NC(=O)Nc2ccc3c(c2)OCO3)cc1 | -20% | -5% | -8% | -2% | -6% | 3 | -0.2% | 4% | ? | 2% | -1%
COc1ccc(Cl)cc1NC(=O)CN(C)C(=O)c1cn(-c2ccccc2)nc1-c1cccnc1 | -4% | -2% | -18% | 0% | -2% | 3 | -0.1% | -25% | ? | 5% | 16%
Cc1cc(C)n(C(=O)c2ccncc2)n1 | . | . | 0% | -1% | 1% | -9 | 0.2% | 1% | -2% | . | 2%
Cc1ccc(C(=O)NCCCNc2ccc(C(F)(F)F)cc2[N+](=O)[O-])cc1 | 3% | 0% | -1% | 5% | -6% | 10 | -1.4% | 9% | 16% | -6%[46.1 µM] | 0%
Brc1ccc(-c2csc(NNC3=NCCCCC3)n2)cc1 | -1% | 0% | -14% | -1% | -15% | 10 | 0.5% | ? | 21% | 5% | -11%
Cc1ccc2c(c1)nnn2C1CCN(C(=O)C23CC4CC(CC(C4)C2)C3)CC1 | -17% | -2% | 1% | 0% | -1% | -16 | -0.1% | ? | 23µM* | 4%[46.1 µM] | ?
Cc1ccc(S(=O)(=O)n2ccc3c2CCCC3=O)cc1 | -6% | -1% | -11% | -1% | -1% | -4 | 0.1% | ? | ? | -3% | -5%
O=C(O)c1ccc(Oc2cccc([N+](=O)[O-])c2)cc1C(=O)O | 1% | -10% | -6% | -1% | 19% | 12 | 0.4% | 4% | 17% | 4% | 2%
Cc1nc(=O)c(-c2ccccc2)c(C)n1CCCCCC(=O)O | -5% | -1% | 2% | 2% | 0% | 0 | -0.4% | ? | 2% | 1% | -3%
COc1ccccc1N1CCN(C(=O)CSc2nnc(-c3ccoc3C)o2)CC1 | 0% | 0% | 18% | 2% | 1% | -10 | -2.7% | 0% | ? | -4% | 9%
Cc1ccc(-c2nc(CS(=O)(=O)CC(=O)NCc3cccc(F)c3)c(C)o2)cc1 | 2% | -1% | 7% | 1% | 2% | 1 | 0.1% | 2% | 10% | 0% | 0%
COc1cc(NC(=S)NC(=O)C(C)C)ccc1NC(=O)c1cc2ccccc2o1 | -4% | -1% | -8% | 2% | -6% | 10 | -0.3% | 12% | ? | 1% | -3%
CCOC(=O)CC1C(=O)NCCN1C1CCCC1 (configuration not stated) | 1% | 0% | 3% | 2% | 0% | -1 | 0.2% | -1% | 9% | . | 4%
CN1CCC(OC(=O)C23CCC(C)(C(=O)O2)C3(C)C)CC1 (configuration not stated) | 8% | -5% | 7% | 1% | -8% | 11 | 0.0% | 6% | 2% | -2% | -5%
O=C(NNS(=O)(=O)c1ccc(Br)cc1)NC1CCCCC1 | -2% | -4% | 5% | 3% | -7% | 28 | -1.3% | 0% | -9% | -3%[46.1 µM] | -19%
COc1ccc(CCn2c(=S)[nH]c3ccc(N4CCOCC4)cc3c2=O)cc1OC | 19% | -1% | 4% | 9% | -9% | -4 | 0.2% | 3% | 11% | . | 6%
CC(C(=O)NC(N)=O)N1C(=O)NC(c2ccccc2)(c2ccccc2)C1=O (configuration not stated) | -3% | -3% | -1% | -2% | 1% | 5 | -0.7% | -22% | 16% | -3% | -4%
Cc1ccc(NCC(=O)Nc2cccc(S(=O)(=O)N(C)C)c2)c(Cl)c1 | 8% | 0% | -2% | 3% | 0% | -8 | -0.8% | -5% | -22% | 0% | -1%
COc1cccc(C2C(C#N)=C(N)N(N(C)C)C3=C2C(=O)CC(C)(C)C3)c1OC (configuration not stated) | 0% | 0% | 8% | 2% | -3% | -2 | -0.5% | ? | -3% | -6% | -1%
CCC(=O)c1ccc(OCC(=O)Nc2ccc3c(c2)OCCO3)cc1 | -4% | -2% | 4% | 1% | 0% | 5 | 1.4% | 0% | ? | 0% | .
Cc1nc(NC(=O)/C=C/c2ccc(Cl)cc2Cl)sc1C(=O)N(C)C | 4% | -5% | -18% | 2% | -2% | 1 | 0.3% | ? | ? | 4%[46.1 µM] | -9%
CC1CCN(S(=O)(=O)c2ccc3c(c2)N(CC(=O)NCCCN2C(C)CCCC2C)C(=O)CO3)CC1 (configuration not stated) | 0% | -1% | 0% | 5% | 4% | 13 | 0.1% | 0% | 14% | -3% | 1%
CCN1CCN(C(=O)C2CCC(=O)N(CCCN3CCCC3=O)C2)CC1 (configuration not stated) | 5% | 0% | 7% | -1% | -6% | -2 | -0.2% | -7% | 1% | -3% | -8%
CCc1nc(SCC(=O)Nc2ccc3c(c2)OCCO3)c2oc3ccccc3c2n1 | 1% | 0% | -1% | 0% | 0% | -1 | -0.2% | -4% | -14% | -1% | -2%
O=C(CN1CCN(c2ccc(Cl)cc2)CC1)NCc1cccs1 | 5% | 1% | 1% | 1% | 1% | 4 | -0.9% | -1% | ? | 2% | 12%
CC(C)OP(=O)(c1ccc(N(C)C)cc1)C(Nc1ccccc1)c1ccccc1 (configuration not stated) | -1% | -3% | 1% | 0% | 17% | -2 | -0.7% | ? | 0% | 4% | ?
Clc1ccc(/C=N/N2CCCCC2)cc1 | 1% | 0% | -9% | 1% | -1% | -22 | 0.3% | ? | -9% | 0% | -2%
O=C(N/N=C/C1CC2CCC1C2)C1CC1 (configuration not stated) | -12% | -3% | 4% | 1% | 7% | 17 | 0.2% | 0% | 3% | -5% | 0%
CC(=O)c1ccc(NC(=O)CN2C(=O)NC(C)(c3ccc4c(c3)OCCO4)C2=O)cc1 (configuration not stated) | -7% | -7% | 0% | 2% | -7% | 7 | 0.1% | ? | -22% | . | 2%
COc1ccc(NC(=O)c2ccc(NCCN3C(=O)CCC3=O)c([N+](=O)[O-])c2)cc1 | -1% | -3% | -13% | 0% | -14% | -4 | 0.1% | ? | ? | 3% | -3%
COc1ccc(/C=N/Nc2ccccn2)cc1OC | -8% | -1% | -29% | 6% | 0% | -5 | 3.5% | ? | ? | -3% | -4%
C=C(C)C(=O)Nc1cccc(C2=NOC3(C2)C[C@@H](C(N)=O)N(C(=O)c2ccc(Cl)cc2)C3)c1 (some centres not stated) | 3% | -7% | -3% | 7% | 9.5µM* | -5 | -1.1% | -7% | ? | -5% | 1%
CCc1cc(-c2n[nH]c(CCC(=O)O)c2-c2nc3ccccc3n2C)c(O)cc1O | -3% | -7% | 13% | 0% | 0% | -6 | 0.2% | -9% | 4% | 0% | -7%

Screens from PubChem BioAssay.
